Source: PubChem BioAssay (National Center for Advancing Translational Sciences (NCATS))
APEX1 inh: APE1 (human) endonuclease inhibition; P27695; recombinant APE1, TAMRA/BHQ-2 abasic DNA cleavage fluorescence; Potency, µM (doses to about 65.8 µM), inactives show top-dose activity change, negative = inhibition, actives largely listed as inhibitors; 350,000 tested, 0.35% active;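 further: potency means the concentration at half of the fitted maximal effect; plate controls were vehicle for no effect and reference inhibitor for full effect; nearly all actives have a fitted effect of over 55% in size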
Target sequence (P27695 whole entry, looked up): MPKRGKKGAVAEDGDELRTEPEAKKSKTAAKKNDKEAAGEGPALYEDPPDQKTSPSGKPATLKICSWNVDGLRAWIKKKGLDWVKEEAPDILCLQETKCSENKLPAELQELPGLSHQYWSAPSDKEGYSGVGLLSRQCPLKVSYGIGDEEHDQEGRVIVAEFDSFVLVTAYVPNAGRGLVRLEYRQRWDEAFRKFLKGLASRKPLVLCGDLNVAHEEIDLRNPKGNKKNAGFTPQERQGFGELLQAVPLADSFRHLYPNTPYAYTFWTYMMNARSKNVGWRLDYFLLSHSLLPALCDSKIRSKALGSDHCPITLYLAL
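APE1 at 0.75 nM final was preincubated with compound 15 min at room temperature, then 50 nM double-stranded THF abasic-site substrate (5'-TAMRA/3'-BHQ-2) was added. Fluorescence (ex 525/em 598 nm) was read kinetically; third-minus-first read gave activity.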
Pol iota inh: blocks human DNA polymerase iota activity; Q9UNA4; Pol iota fluorescent replication assay, 10 min; Potency, µM (highest dose often 115 µM), inactives show at the highest dose activity, negative = inhibition, actives largely listed as inhibitors; 390,000 tested, 1% active; further: potency means the concentration at half of the fitted maximal effect
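Pol iota at 10 nM preincubated 15 min with compounds at room temperature; reaction started with fluorescent substrate, 50 nM final. Fluorescence read kinetically at 0 and 10 min; buffer-only wells as negative control.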
Apoferritin bind: binds horse apoferritin like a general anesthetic; P02791; apoferritin/1-aminoanthracene competitive binding, fluorescence; Potency, µM (series often up to 77.5 µM), without a hit: at the highest dose activity change, negative = displacement, hits mostly inhibitors; 350,000 tested, 0.074% active; further: potency means the concentration at half of the fitted maximal effect; on the % scale 0 is the no-effect control and ±100 the full control effect; nearly all actives have a fitted effect of over 20% in size
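In PBS, apoferritin at 10 uM is loaded with 1-AMA from a 50% saturated solution. After 10 min of compound exposure at ambient temperature, reduced 535 nm fluorescence indicates probe displacement.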
POLK inh: inhibitors of human DNA polymerase kappa | Q9UBT6 | purified Pol kappa, fluorescent DNA synthesis assay, 10 min | Potency, µM (top dose mostly 107 µM), inactives show top-dose activity, negative = inhibition, most hits filed as inhibitors | 400,000 tested, 0.53% active | AID 588579; further: potency means the concentration at half of the fitted maximal effect; on the % scale 0 is the no-effect control and ±100 the full control effect
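Kinetic fluorescence screen: compound preincubated 15 min RT with 10 nM enzyme; 50 nM substrate (final) initiates; reads at 0/10 min.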
GRP78 ERSR act: inducers of ER stress response in human glioma cells | U87-MG GRP78 promoter luciferase reporter, 16 h | Potency, µM, inactives show top-dose activation, most hits filed as activators | 420,000 tested, 0.02% active | AID 602332; further: potency means the concentration at half of the fitted maximal effect; series mostly up to about 76 µM; % of control where 0% means no effect; nearly all actives have a fitted effect of over 35% in size
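Stably transfected U87-MG glioma cells carrying a GRP78-based luciferase sensor; 16 h compound incubation. Luminescence end-point read 10 min after Bright-Glo addition at room temperature.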
BLM inh: blocks DNA unwinding by human BLM helicase | recombinant BLM DNA unwinding, fluorescence dequenching | 350,000 tested, 0.2% active | P54132 | Potency, µM (doses to about 56.1 µM), inactives show at the highest dose activity change, negative = inhibition, actives largely listed as inhibitors;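 further: potency means the concentration at half of the fitted maximal effect; plate controls were vehicle for no effect and no enzyme for full effect; nearly all actives have a fitted effect of over 35% in size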
POLH inh: inhibitors of human DNA polymerase eta. Potency, µM (titrated, usually from 114 µM), inactives show top-dose activity change, negative = inhibition, most hits filed as inhibitors. Q9Y253. recombinant Pol eta, fluorescent DNA replication assay. 390,000 tested, 1.2% active. AID 588591; further: potency means the concentration at half of the fitted maximal effect; on the % scale 0 is the no-effect control and ±100 the full control effect
Target sequence (Q9Y253 whole entry, looked up): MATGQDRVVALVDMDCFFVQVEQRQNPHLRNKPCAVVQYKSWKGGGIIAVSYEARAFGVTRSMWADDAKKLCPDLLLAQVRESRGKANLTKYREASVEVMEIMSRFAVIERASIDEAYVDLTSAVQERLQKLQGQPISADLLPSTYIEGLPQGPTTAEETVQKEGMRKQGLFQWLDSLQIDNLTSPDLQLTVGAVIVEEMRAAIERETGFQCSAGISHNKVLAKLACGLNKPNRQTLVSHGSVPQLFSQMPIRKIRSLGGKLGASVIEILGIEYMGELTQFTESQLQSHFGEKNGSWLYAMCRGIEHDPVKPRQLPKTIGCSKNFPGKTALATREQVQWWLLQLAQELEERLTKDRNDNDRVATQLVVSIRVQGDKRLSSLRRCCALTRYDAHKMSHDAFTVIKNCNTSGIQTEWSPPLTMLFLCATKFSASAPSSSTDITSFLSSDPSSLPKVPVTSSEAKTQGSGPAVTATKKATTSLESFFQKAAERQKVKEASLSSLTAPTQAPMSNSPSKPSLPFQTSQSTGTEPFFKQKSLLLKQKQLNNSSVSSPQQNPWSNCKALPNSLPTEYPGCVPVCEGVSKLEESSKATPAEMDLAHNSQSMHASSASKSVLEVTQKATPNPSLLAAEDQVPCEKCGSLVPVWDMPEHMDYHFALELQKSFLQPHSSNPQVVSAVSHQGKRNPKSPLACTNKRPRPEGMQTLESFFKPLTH
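Pol eta (10 nM) was preincubated with compounds for 15 min at room temperature, after which fluorescent replication substrate (50 nM final) was added to start the reaction. Fluorescence was read kinetically at 0 and 10 min.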
LDHA inh: LDHA (human) enzyme inhibition. P00338. activity change, % (values are at about 110 or 230 µM). purified LDHA, NADH/diaphorase-resazurin fluorescence; stronger effect = lower value. AID 1347041. 480,000 tested, 0.15% active; in the data active means activity change below about -30%; inconclusive means mostly about -25% to -30%;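 further: plate controls were DMSO wells for no effect and wells without enzyme for full effect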
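LDH5 2 nM; NADH 0.06 mM, pyruvate 0.2 mM; 200 mM Tris pH 7.4, EDTA, Tween-20; 5 min RT. Detection: diaphorase 0.133 mg/mL + resazurin 37 µM, fluorescence ex540/em590 at 0 and 20 min; normalized to enzyme-free and DMSO wells.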
POLB inh: DNA polymerase beta (human) inhibition; P06746; Pol beta primer extension/strand displacement, fluorescence kinetic; Potency, µM (top dose mostly 114 µM), for the others: at the top dose activity change, negative = inhibition, hits mostly inhibitors; 340,000 tested, 1.3% active; AID 485314; further: potency means the concentration at half of the fitted maximal effect; on the % scale 0 is the no-effect control and ±100 the full control effect
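10 nM enzyme + cpd, 15 min RT; start with substrate 50 nM final; read 0 min and after 10 min RT. Corrected, normalized data; 4-parameter Hill curve fit.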
Active calls of the source: *; ? = inconclusive; / = not tested or not shown; & = joins results of further samples; [ ] = another dose, or the depositor's remark. Unless noted, the call rests on the fitted dose curve; in most records, active means well fitted curve in the direction sought with a large enough effect; inconclusive means small, poorly fitted or top-dose-only effect, or another doubt; inactive means no such curve, though single readings can be large; an effect the other way counts as inactive or inconclusive.

cpd	mol	APEX1 inh	Pol iota inh	Apoferritin bind	POLK inh	GRP78 ERSR act
1	CCOC(=O)c1c(NC(=O)CSc2nnc(C)c(=O)[nH]2)sc2c1CCCC2	-3%	-10%	?	-2%	-6%
2	NS(=O)(=O)c1ccc(CCNc2ccc(C(F)(F)F)cn2)cc1	13%	112%[activator]	-7%	0%	-4%
3	[O-]/[N+](=C/c1ccccc1)c1ccccc1	0%	3%	/	-6%	-1%
4	O=C(NC1CCCCC1)N1CCSC1=Nc1ccccc1	-2%	?	-9%	-4%	1%
5	CCCn1c(=S)[nH]c2cc(C(=O)N(CCO)Cc3ccccc3)ccc2c1=O	-19%	41%[activator]	?	3%	-1%
6	O=C(CSc1nncs1)Nc1ccc2c(c1)OCO2	1%	-5%	-16%	-7%	-4%
7	Cc1cccc(-n2c(Cc3cc(=O)[nH]c(=O)[nH]3)nnc2SCC(=O)Nc2cccc(C(F)(F)F)c2)c1	4%	?	-20%	0%	-2%
8	S=C(Nc1cccc(Cl)c1)NC1CC2CCCC(C1)N2C1CCCC1 (stereo not given)	1%	-6%	3%	-3%	-3%
9	COc1ccc(C(=O)O)cc1NCc1cccnc1	1%	57%[activator]	-3%	-9%	0%
10	Brc1ccsc1/C=N/Nc1ccccc1	/	?	/	-9%	1%

cpd	BLM inh	POLH inh	LDHA inh	POLB inh
1	-1%	-6%	-5	?
2	0%	-23%	-5	0%
3	/	-11%	9	/
4	-7%	-6%	-3	1%
5	-3%	-13%	-2	20%
6	-4%	-7%	-10	13%
7	-4%	-12%	-15	7%
8	6%	-2%	0	-5%
9	2%	-13%	3	0%
10	/	-12%	4	/

Six of the compounds above, with bars between the fields:
nr | SMILES | APEX1 inh | Pol iota inh | Apoferritin bind | POLK inh | GRP78 ERSR act | BLM inh | POLH inh | LDHA inh | POLB inh
1 | CCOC(=O)c1c(NC(=O)CSc2nnc(C)c(=O)[nH]2)sc2c1CCCC2 | -3% | -10% | ? | -2% | -6% | -1% | -6% | -5 | ?
2 | NS(=O)(=O)c1ccc(CCNc2ccc(C(F)(F)F)cn2)cc1 | 13% | 112%[activator] | -7% | 0% | -4% | 0% | -23% | -5 | 0%
3 | [O-]/[N+](=C/c1ccccc1)c1ccccc1 | 0% | 3% | / | -6% | -1% | / | -11% | 9 | /
4 | O=C(NC1CCCCC1)N1CCSC1=Nc1ccccc1 | -2% | ? | -9% | -4% | 1% | -7% | -6% | -3 | 1%
5 | CCCn1c(=S)[nH]c2cc(C(=O)N(CCO)Cc3ccccc3)ccc2c1=O | -19% | 41%[activator] | ? | 3% | -1% | -3% | -13% | -2 | 20%
6 | O=C(CSc1nncs1)Nc1ccc2c(c1)OCO2 | 1% | -5% | -16% | -7% | -4% | -4% | -7% | -10 | 13%

(more compounds)
cpd	mol	APEX1 inh	Pol iota inh	Apoferritin bind	POLK inh	GRP78 ERSR act
11	CN1CC[C@@]2(CCCN(C(=O)c3cccn3C)C2)C1	-4%	/	/	-5%[60.1 µM]	-5%
12	O=C(CSc1nc2ccccc2s1)N1c2ccccc2Sc2ccc(C(F)(F)F)cc21	15%	5%	8%	-8%	-3%
13	COc1ccc(CCNC(=O)Cc2c(Cl)cccc2Cl)cc1	-3%	97%[activator]	-10%	-8%	-1%
14	COc1cc(Cl)c(NC(=O)C2CCN(S(=O)(=O)c3c(C)noc3/C=C/c3ccccc3F)CC2)c(OC)c1	/	40%[activator]	-4%	-14%[60.1 µM]	-1%
15	O=S(=O)(c1ccccc1Br)N1CCN(c2nc(-c3ccccc3)nc3ccccc23)CC1	/	32%[activator]	/	5%	0%
16	CCOC(=O)CSC1=C(C#N)C(c2ccccc2F)C(C(C)=O)=C(C)N1 (stereo not given)	-3%	1%	-12%	-12%	-4%
17	COc1ccc(N2C(=O)CC(c3ccc(OC(C)C)cc3)C2=O)cc1 (stereo not given)	-4%	?	1%	-8%	1%
18	COc1ccccc1CNC(=O)C1CCC(CNS(=O)(=O)c2ccccc2)CC1 (stereo not given)	-7%	30%[activator]	0%	-7%[60.1 µM]	1%
19	CC(c1ccc(Cl)cc1)n1c(-c2ccc3ccccc3n2)n[nH]c1=S (stereo not given)	-2%	-12%	?	-15%	1%
20	Cc1nnc(SCC(=O)Nc2nsc(-c3ccc(Cl)cc3)n2)s1	5%	169%[activator]	-6%	-4%	0%

cpd	BLM inh	POLH inh	LDHA inh	POLB inh
11	2%	/	/	/
12	-11%	0%	0	-3%
13	0%	-10%	-5	-2%
14	-3%	-16%	-12	4%
15	/	/	-1	/
16	-10%	-15%	-6	30%
17	0%	-4%	-8	30%
18	-4%	-14%	0	11%
19	-10%	-13%	-5	24%
20	-5%	?	-3	?

Going on with the list:
cpd	mol	APEX1 inh	Pol iota inh	Apoferritin bind	POLK inh	GRP78 ERSR act
21	CC[N+]1(C)CCC(=C2c3ccccc3CC(=O)c3sccc32)CC1 (stereo not given)	-2%	1%	-12%	-5%	-4%
22	CC(CCc1ccco1)NC(=O)CSc1cc(=O)n(C)c2ccccc12 (stereo not given)	-4%	-4%	-19%	4%	-2%
23	COc1ccc(NC(=O)Cn2nnc(-c3ccccc3NC(=O)C3CC3)n2)cc1	5%	-6%	-15%	-6%	-7%
24	O=C(c1cnn(-c2ccccc2)c1)c1ccccc1O	2%	3%	-12%	-9%	-4%
25	Cc1ccc(NC(=O)Cn2c(=O)n(CCCCC(=O)NCc3ccccc3Cl)c(=O)c3ccccc32)cc1C	/	-8%	-7%	-1%	-4%
26	CCC/C(C)=N/NC(=O)c1ccccc1O	1%	-5%	-2%	-7%	0%
27	CCc1nc2oc3ccccc3c(=O)c2c(=O)n1-c1ccccc1	-4%	4%	-15%	-12%	9%
28	O=C(/C=C/c1ccco1)NC(=S)Nc1cccc(-c2nc3ccccc3s2)c1	/	?	/	-23%	-4%
29	CN(c1ccc(OCC(=O)N2CCOCC2)cc1)S(=O)(=O)c1ccc(Cl)cc1	0%	-30%	0%	-18%	-6%
30	CC1CCCN(C(=O)COC(=O)CNC(=O)c2sc3ccccc3c2Cl)C1 (stereo not given)	21%	7%	/	0%	-5%

cpd	BLM inh	POLH inh	LDHA inh	POLB inh
21	4%	-14%	8	-10%
22	-2%	-2%	-3	18%
23	-8%	-8%	-5	0%
24	5%	-4%	-12	24%
25	-1%	4%	0	11%
26	2%	-11%	4	2%
27	1%	-7%	3	-1%
28	/	?	-6	/
29	2%	0%	-3	0%
30	/	-12%	-3	/

Other records follow:
cpd	mol	APEX1 inh	Pol iota inh	Apoferritin bind	POLK inh	GRP78 ERSR act
31	CS(=O)(=O)c1ccc(C(=O)Nc2nc(-c3ccco3)c(-c3ccco3)s2)cc1	-19%	1.6µM*	/	3.2µM*	-3%
32	CCN1CCN(CCCNC(=O)c2cc3c(=O)[nH]c4ccccc4c3s2)CC1	-7%	15%	-16%	-5%[60.1 µM]	-3%
33	COc1cc(CCNc2ccc3nnc(-c4ccccc4)n3n2)cc(OC)c1OC	?	7%	-2%	-19%	0%
34	Cc1ccc(Cl)cc1N1CCN(C(=O)c2cn(C)c3ccc(S(=O)(=O)N4CCCCC4)cc3c2=O)CC1	/	4%	-4%	-13%	-2%
35	N#CCCN/N=C(/Cc1nc2ccccc2[nH]1)c1ccc(Cl)cc1	0%	/	-21%	/	/
36	CCOC(=O)C1(CCOc2ccccc2)CCN(C(=O)c2cncs2)CC1	-6%	65%[activator]	-11%	-3%	-6%
37	O=C(O)C(CCc1ccccn1)c1ccccc1 (stereo not given)	/	23%	/	-13%	2%
38	Cc1ccnc(N=Cc2c(O)ccc3oc4c(c23)CCCC4)c1	-1%	/	-2%	/	/
39	O=C(NCc1ccc(Cl)cc1)c1ccc(NC(=O)N2CC3CCCN3c3ccccc32)cc1 (stereo not given)	/	25%	?	-14%	-4%
40	CC(=O)OCC(=O)[C@@]1(O)CCC2C3CC(C)C4=CC(=O)C=CC4(C)C3C(O)CC21C (stereo not given in full)	?	/	-9%	-10%[60.1 µM]	-3%

cpd	BLM inh	POLH inh	LDHA inh	POLB inh
31	/	5µM*	6	/
32	112%[activator]	15%	-3	43%
33	-4%	2%	-11	?
34	-2%	-1%	-12	?
35	-8%	/	/	-28%
36	-5%	-9%	-9	10%
37	/	-6%	-11	/
38	-8%	/	/	?
39	-5%	-1%	13	-3%
40	3%	/	/	/

Carrying on:
cpd	mol	APEX1 inh	Pol iota inh	Apoferritin bind	POLK inh	GRP78 ERSR act
41	CC(C)c1ccc(NC(=O)c2ccc3c(O)c(S(=O)(=O)c4ccccc4)c(=O)[nH]c3c2)cc1	/	?	3%	0%	4%
42	Cc1cccc(NC(=O)CC2C(=O)NCCN2C(=O)Nc2ccc(Cl)cc2)c1 (stereo not given)	-7%	18%	-19%	7%	-5%
43	C/C=C/C=C\C(=O)Nc1cccc(C2=NOC3(C2)C[C@@H](C(N)=O)N(C(=O)c2cc([N+](=O)[O-])cc([N+](=O)[O-])c2C)C3)c1 (stereo not given in full)	11%	?	-8%	-9%	-2%
44	CCc1ccc(NC(=O)c2ccc3nc(C(C)C)oc3c2)cc1	/	58%[activator]	-3%	-18%[60.1 µM]	-2%
45	Cc1ccccc1NC(=O)c1ccco1	-5%	10%	-9%	1%	-3%
46	COc1ccccc1-c1cc(C(=O)Nc2ccccc2SC)no1	17%	-1%[58.9 µM]	-4%	0%	0%
47	O=C(CN1CCN(Cc2ccc(F)cc2Cl)C1=O)NCCc1ccc(Cl)cc1	-4%	15%&16%	4%&-20%	-29%&-16%	-2%&0%

cpd	BLM inh	POLH inh	LDHA inh	POLB inh
41	-3%	2%	0	2%
42	-2%	-12%	-1	-1%
43	-5%	6%	8	23%
44	2%	-9%	-5	-1%
45	-3%	-7%	-14	60%
46	0%	-2%	-8	21%
47	-3%&0%	-22%&-2%	1&-3	-2%&-19%

Only part of the results is shown; count on the stated rates, not on these rows.
